# Bioassay records deposited in PubChem BioAssay by several laboratories.
# FLuc inhib CS – counter-screen for luciferase assay inhibitors: firefly luciferase inhibition | inhibition, % at 10 µM | AID 1006 | ATPLite firefly luciferase biochemical luminescence, 10 min | 200,000 compounds, 1.5% hits | P08659;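 active means inhibition above about 50% when tested at 10 µM, limit read from the data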
# Target sequence (P08659 whole entry, looked up): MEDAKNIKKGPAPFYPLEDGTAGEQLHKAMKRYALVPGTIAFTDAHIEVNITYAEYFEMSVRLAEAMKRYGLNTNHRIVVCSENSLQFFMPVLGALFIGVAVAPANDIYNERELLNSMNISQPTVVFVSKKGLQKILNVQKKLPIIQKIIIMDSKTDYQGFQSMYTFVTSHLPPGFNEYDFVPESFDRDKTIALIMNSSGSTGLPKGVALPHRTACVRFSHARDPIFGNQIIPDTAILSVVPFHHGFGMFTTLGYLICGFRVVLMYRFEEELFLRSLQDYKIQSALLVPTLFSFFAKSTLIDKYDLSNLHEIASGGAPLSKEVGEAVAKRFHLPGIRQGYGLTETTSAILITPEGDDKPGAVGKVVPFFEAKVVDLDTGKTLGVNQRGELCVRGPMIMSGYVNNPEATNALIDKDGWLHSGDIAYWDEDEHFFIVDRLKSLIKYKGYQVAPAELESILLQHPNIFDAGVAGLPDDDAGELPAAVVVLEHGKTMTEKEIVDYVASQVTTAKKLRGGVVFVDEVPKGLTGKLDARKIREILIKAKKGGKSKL
# bIAP activator – intestinal alkaline phosphatase (bovine) activation; 200,000 compounds, 0.17% hits; AID 1016; activation factor at 20 µM; purified bovine IAP, CDP-star luminescence, 30 min; active compounds read high; fold of DMSO-control signal, blank-subtracted;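 active means activation factor of 2 or more at 20 µM, a signal rise over negative controls twice the positive control's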
# TNAP inh noacc – TNAP (human) inhibition, acceptor-free conditions | P05186 | 200,000 compounds, 0.26% hits | purified TNAP, CDP-star luminescence, 30 min | inhibition, % at 20 µM;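 active means tissue-nonspecific alkaline phosphatase inhibition above about 50% at 20 µM in the single-dose screen, limit read from the data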;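 further: 0% = DMSO negative control and 100% = EDTA positive control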
# Target sequence (P05186 whole entry, looked up): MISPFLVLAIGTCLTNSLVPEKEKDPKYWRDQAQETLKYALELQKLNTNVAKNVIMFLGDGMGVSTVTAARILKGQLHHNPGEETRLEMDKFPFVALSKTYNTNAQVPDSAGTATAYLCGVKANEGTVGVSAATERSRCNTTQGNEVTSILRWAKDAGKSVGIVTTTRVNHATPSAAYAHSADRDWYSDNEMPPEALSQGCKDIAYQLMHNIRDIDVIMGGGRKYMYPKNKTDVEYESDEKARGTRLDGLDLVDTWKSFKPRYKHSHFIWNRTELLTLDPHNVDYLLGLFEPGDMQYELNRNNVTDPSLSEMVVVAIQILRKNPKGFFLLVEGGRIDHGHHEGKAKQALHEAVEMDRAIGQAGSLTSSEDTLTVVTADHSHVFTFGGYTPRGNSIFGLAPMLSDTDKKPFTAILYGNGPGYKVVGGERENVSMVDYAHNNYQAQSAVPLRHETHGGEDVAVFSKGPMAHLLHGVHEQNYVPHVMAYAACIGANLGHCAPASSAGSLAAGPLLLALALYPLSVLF
# TNAP inh hi DEA – inhibitors of human TNAP at high phosphate acceptor concentration; inhibition, % at 20 µM; P05186; 200,000 compounds, 0.03% hits; purified TNAP, CDP-star luminescence, 1 M DEA;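 active means over 50% inhibition of tissue-nonspecific alkaline phosphatase at 20 µM in the single-dose screen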;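 further: plate controls were DMSO wells for no effect and EDTA-quenched wells as full inhibition for full effect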
# APP 5'UTR act – activates APP 5'UTR luciferase reporter | SH-SY5Y APP 5'UTR luciferase reporter, luminescence; zero percent = DMSO vehicle wells | 190,000 compounds, 1% hits | activation, % at 2 µM;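 active means activation above a set limit, based on mean plus 3 SD of controls, cut at about 140% in these data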; further: values of inactives mirror those of a sister screen read the other way
# PMI act – increases human mannose-6-phosphate isomerase activity; P34949; purified human PMI, coupled resazurin fluorescence, 20 min; active compounds read high; 1 = vehicle control, 0 substrate-free wells; AID 1214; 190,000 compounds, 0.005% hits; activation factor at 20 µM;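 active means activation factor of 2 or more at 20 µM, relative to plate controls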
# TNAP act hi DEA – increases human TNAP activity under high phosphate acceptor concentration; purified TNAP, CDP-star luminescence, 1 M DEA, 30 min; active compounds read high; 0 = EDTA background, 1 = DMSO-only activity; P05186; activation factor at 20 µM; 200,000 tested, under 10 active; AID 1136;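 active means activation factor at least 2 at 20 µM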
#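 Dosing: 20 µM single point. System: human TNAP. Amount: TNAP 1/800 final. Incubation: 30 min, room temperature. Read-out: TNAP activation factor scaled between EDTA and DMSO control wells. Signal: luminescence from CDP-star hydrolysis. Medium: 1 M DEA, pH 9.8, Mg2+, Zn2+. Control set: EDTA negative control, DMSO positive control.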
# FLuc act counter – firefly luciferase counter-screen for stimulation assays; P08659; ATPlite luciferase biochemical, luminescence, 10 min; 0 = ATP-free wells, 1 = DMSO control; activation factor at 10 µM; 200,000 tested, under 10 active; AID 1027;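 active means luciferase activation factor, scaled between plate controls, of at least 2 with compound at 10 µM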
#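 System: cell-free luciferase reagent; medium: PBS as buffer for the ATP substrate; doses: test compounds dosed from 2 mM stocks in 100% DMSO; incubation: 10 min, room temperature; measured by: luminescence from luciferase reaction; read-out: luciferase activation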
# NF-kB expr up – raises NF-kB expression in human neuronal cells | AID 1239 | 190,000 compounds, 1.6% hits | NF-kB reporter expression; active compounds read high | fold change at 12.5 µM; in the data active means fold change above about 3.3
# PMI act hi M6P – increases human PMI activity with near-saturating mannose 6-phosphate | coupled PMI enzyme assay, resazurin fluorescence, 20 min; active compounds read high; 1 = untreated enzyme, 0 = substrate-free blank | 190,000 compounds, 0.34% hits | activation factor at 20 µM;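 active means activation factor of 2 or more at 20 µM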
#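 test system = human PMI in coupled enzyme assay | medium = HEPES-buffered pH 7.4 with magnesium and detergent | also added = 1.0 mM mannose-6-phosphate substrate with 0.22 mM NADP+ | compound = 20 µM single dose | times = 20 min incubation at room temperature | measured by = resorufin fluorescence (Ex 544/Em 590 nm) from resazurin via diaphorase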
# Numbers without * were called inactive; nt = not tested or not shown.
SMILES,APP 5'UTR act,bIAP activator,NF-kB expr up,TNAP inh noacc,FLuc inhib CS,TNAP act hi DEA,PMI act hi M6P,PMI act,TNAP inh hi DEA,FLuc act counter
CCCCC(CC)CNC(=O)c1[nH]c(C)c(C(C)=O)c1C (stereo not drawn),0,1,0.93,-16,-4,1,1,1,-4,1
CC(C)C(=O)Nc1ccc(Br)cc1Cl,11,1,1.3,-8,1,1.1,0.9,0.9,-6,1
Cc1ccc(NC(=O)c2ccco2)cc1NC(=O)CSc1nnc(-c2cccs2)n1C,0,1,0.88,-4,-4,1,0.8,0.8,0,1
CC(=O)OC1=Cc2c(ccc3ccc(=O)oc23)OC1(C)C,-4,0.6,1.3,-4,0,1,1,1,1,1
CN(c1ccc(C(=O)NCCSCc2c(F)cccc2Cl)cc1)S(C)(=O)=O,15,0.9,nt,-6,-8,1,1,1,-2,1.1
CCC(C)OC(=O)c1[nH]c2c(c1C)C(=O)CC(c1ccc(N(C)C)cc1)C2 (stereo not drawn),22,0.9,0.86,-7,-1,1,1.1,0.9,-2,1
CC1CCN(c2ccccc2N)CC1,-7,0.8,0.96,-5,-2,1,1,0.9,2,1
COc1cc(NC(=O)CSc2ccc3c(c2)OCCO3)cc(OC)c1OC,3,1,0.75,-4,0,1,0.8,0.9,1,1
COc1cc(Br)c(C(C)NC(=O)c2cccc(Br)c2)cc1OC (stereo not drawn),-4,1,0.95,-7,-10,1,0.9,0.9,-5,1.1
CN1CCN(C(=O)c2ccc3c(c2)N(Cc2ccc(Cl)cc2)C(=O)c2ccccc2S3=O)CC1 (stereo not drawn),-6,0.9,1.1,-3,-5,1,1,0.9,2,1.1
COc1cc(CC(=O)OCC(=O)c2ccc3c(c2)OCCO3)cc(OC)c1OC,-94,0.9,3,-9,3,1.1,0.9,0.8,-7,1
S=C(Nc1ccccc1)Nc1cccc(Br)c1,49,0.8,0.98,2,-4,1.1,1,1,-5,1
COC(=O)C(C(=O)OC)N1C(=O)CCC1=O,4,1,1.1,-18,-5,1.1,1,0.9,-8,1
Cc1nc(SCC(=O)NCc2ccccc2)c2oc3ccccc3c2n1,-14,0.8,1.2,-7,-6,1,0.9,1,-3,1.1
COc1ccc(NC(=O)COC(=O)c2ccc(OCc3ccccc3Cl)c(OC)c2)c(OC)c1,13,1,1,-19,0,1,1,1,2,1
CC(C)CCOP(=O)(c1ccc(N(C)C)cc1)C(O)c1ccccc1F (stereo not drawn),-11,1.2,0.9,-4,1,1,0.9,1,2,1
CCCC(=O)Nc1nc(-c2ccc(Cl)s2)cs1,20,1,1.3,-9,0,1,1,1,-4,1
Cn1cnc2c1c(=O)n(CC(O)CO)c(=O)n2C (stereo not drawn),-2,1,1.1,-7,-8,1,1.1,1.1,-4,1.1
O=C(/C=C/c1ccccc1)N1CCN(CC(O)COc2ccccc2)CC1 (stereo not drawn),17,1,1.1,6,-7,1,1,0.9,-5,1.1
O=C(C(Cc1ccccc1)NS(=O)(=O)c1cccc2cccnc12)N1CCc2ccccc21 (stereo not drawn),-8,0.9,0.62,-3,-4,1,0.9,1,0,1
COc1ccc(/C=C2/N=C3CCCCCN3C2=O)cc1OC,7,0.9,1.1,-13,2,1.1,0.9,1,-6,1
Cc1cccc(N2CCN(c3ccc(NC(=O)/C=C\C(=O)O)cc3)CC2)c1,-26,1.1,1.1,-8,5,1,0.6,1,-4,0.9
Cc1ccccc1C(=O)NNc1ncnc2c1cnn2C,-5,1.4,1.1,-16,-2,1,1,0.9,-3,1
O=C(CNCc1ccco1)Nc1cc(S(=O)(=O)N2CCOCC2)ccc1N1CCCC1,-6,1.2,0.98,-7,-1,1,1.1,1.2,4,1
CN(C)S(=O)(=O)N1CCc2ccccc2C1,6,1,0.86,-12,-2,1.1,0.9,0.9,-6,1
CC(C)c1ccc(C2CC(=O)N3CN(Cc4ccco4)CSC3=C2C#N)cc1 (stereo not drawn),6,0.8,0.94,3,0,1,0.2,0.5,-2,1
COc1ccc(C2C(C(=O)NCCN3CCOCC3)c3ccccc3C(=O)N2C2CCCCC2)cc1 (stereo not drawn),3,1,1.2,-11,-4,1,1,1,0,1
N#Cc1c(NC(=O)CCCl)sc2c1CCCCC2,-15,1,1.1,-8,3,1,1,1.1,0,1
Cc1cc(C(=O)CSc2nnc(-c3cccs3)o2)c(C)n1-c1ccccc1,-2,0.7,0.48,-9,15,1,0.9,0.9,-1,0.9
Nc1c2c(nc3ccn(Cc4ccccc4)c(=O)c13)CCC2,18,1,1.5,-9,-3,1,0.9,0.9,-3,1

# Overlap with the part before: three compounds, followed by the next part.
SMILES,APP 5'UTR act,bIAP activator,NF-kB expr up,TNAP inh noacc,FLuc inhib CS,TNAP act hi DEA,PMI act hi M6P,PMI act,TNAP inh hi DEA,FLuc act counter
N#Cc1c(NC(=O)CCCl)sc2c1CCCCC2,-15,1,1.1,-8,3,1,1,1.1,0,1
Cc1cc(C(=O)CSc2nnc(-c3cccs3)o2)c(C)n1-c1ccccc1,-2,0.7,0.48,-9,15,1,0.9,0.9,-1,0.9
Nc1c2c(nc3ccn(Cc4ccccc4)c(=O)c13)CCC2,18,1,1.5,-9,-3,1,0.9,0.9,-3,1
COCCn1c(=O)[nH]c2cc(C(=O)NCCN3CCN(c4ccccc4F)CC3)ccc2c1=O,17,0.9,0.7,-2,-6,1.1,1.1,1.2,-5,1.1
Cc1ccc(NC(=S)N(Cc2ccco2)C(C)c2cccs2)c(Cl)c1 (stereo not drawn),4,0.8,1.4,-13,-4,1.1,0.9,0.9,-6,1
CCOc1ccc(N(CC(=O)NCc2cccs2)S(=O)(=O)c2c(C)noc2C)cc1,9,1,1,-20,-7,1.1,1,1,-8,1.1
CCN(CC)C(=O)Oc1ccc2ccccc2c1Br,18,0.8,2.4,-10,-3,1,0.9,1,-1,1
Cc1cccc(N=C2NN=C(c3ccccc3F)CS2)c1C,40,1,2.1,-13,0,1,1,1,-2,1
CCOc1ccc(Cl)cc1/C=N/NC(=O)c1ccccc1,-17,1,0.93,-2,3,1,1.1,1.1,-4,1
C/C(=N\NC(=O)c1ccncc1)c1cccs1,-5,0.9,1.3,-3,6,1.1,0.9,1,-6,0.9
C/C(=N\N=C(/N)SC1CC(=O)N(c2ccc(Br)cc2)C1=O)c1cccs1 (stereo not drawn),3,1,1.4,-9,-4,1,0.9,0.9,-4,1
Cc1ccc(-n2nc(C(=O)N3CCOCC3)cc2-c2ccc(Cl)cc2)cc1,19,1,0.81,0,-2,1,0.8,0.9,-4,1
COC(=O)c1sc2ccccc2c1NC(=O)c1coc2ccccc2c1=O,3,1,1.1,0,-7,1,0.9,0.9,-3,1.1
O=C(CCCn1c(=O)oc2ccccc21)NC1CCCCCC1,-7,0.9,1,-3,-6,1,1.1,1.1,-3,1.1
CN1CCN(c2nc3c(c(=O)[nH]c(=O)n3C)n2CCCSc2ncccn2)CC1,-6,1,0.92,-13,-2,1.1,1.1,1,-6,1
C(=N\Nc1ccc(-n2ccnc2)nn1)/c1ccccc1,-6,1.1,1.3,-3,4,1.1,1.3,0.9,-5,1
COCCCNC(=O)C1CC(=O)N(Cc2ccc(OC)cc2)C1 (stereo not drawn),-5,0.9,1.1,2,-8,1,1,1.1,-1,1.1
Cc1cccc(/C(N)=N/OC(=O)c2cccs2)c1,237*,1,6*,-4,90*,1,1,1,-5,0.1
CCO[C@@H]1OC(C(=O)N2CCN(Cc3ccccc3)CC2)=C[C@H](c2ccc(Br)cc2)[C@H]1CCCO,-1,1.2,0.58,-7,-4,1,1,0.9,-3,1
Cc1nc2ccccc2c(=O)n1C1CCCCCC1,7,1,1.1,-13,-7,1.1,0.9,1.1,-10,1.1
CC1CCN(c2c(NCc3ccc(C(=O)NCc4cccnc4)cc3)c(=O)c2=O)CC1,31,1.1,1.1,-6,-6,1,0.9,0.9,-2,1.1
Cc1ccc(S(=O)(=O)N2CCOCC2)cc1NC(=O)CSc1nccn1C,13,0.6,0.88,-9,-2,1,1,0.9,-1,1
Cc1cc(C=C2C(=O)c3ccccc3C2=O)c(C)n1C,99,0.9,6.3*,21,38,0.8,1.3,1.1,16,0.6
C=CCn1c(C(C)NC(=O)CC)nc2ccccc21 (stereo not drawn),-10,0.9,1.1,-7,-6,1,0.9,0.9,3,1.1
Cn1c(=O)c2c(-c3ccccc3F)c3c(nc2n(C)c1=O)-c1ccccc1C3O (stereo not drawn),2,0.9,1.1,28,4,1,2.1*,1.8,1,1
CCCN1C2CCCC1CC(NC(=S)Nc1cc(C)ccc1C)C2 (stereo not drawn),5,1,0.97,-14,-5,1,1,1,-2,1
O=C(OC(C(=O)NCc1ccc2c(c1)OCO2)c1ccccc1F)c1ccco1 (stereo not drawn),21,1,1.3,-10,-4,1,0.9,0.9,-4,1
CCOCc1nnc(NC(=O)c2cccs2)s1,-27,0.9,1.2,-10,-2,1,0.9,0.9,-2,1
CC(=O)OCCNC(=O)Cn1cnc2c1c(=O)n(C)c(=O)n2C,-18,0.9,1.3,-8,-8,1,1,1,0,1.1
Cc1ccc(C(C)C)c(OCC(O)CN2CC(C)OC(C)C2)c1 (stereo not drawn),6,1,0.99,-14,-9,1.1,1,1,-7,1.1
COC(=O)c1sc(S(=O)(=O)N2CCC(C)CC2)c(C(=O)OC)c1C,0,1.1,1,-5,-2,1,1,0.9,-2,1
O=C(Nc1nccs1)c1ccc(Br)c(S(=O)(=O)N2CCOCC2)c1,-2,0.9,1.1,-5,-10,1,1.1,1.1,0,1.1
CCOc1ccccc1NC(=O)c1cc(C(=O)c2cc(Br)ccc2O)coc1=N,-2,0.9,1.1,2,2,1,0.9,0.9,1,1
COC(=O)c1c(NC(NC(=O)CC(C)C)C(Cl)(Cl)Cl)sc2c1CCC2 (stereo not drawn),-4,1,1,-7,0,1,0.9,0.7,4,1
C/C(N)=C(/C#N)C(=O)COC(=O)C(NS(=O)(=O)c1ccc(Cl)cc1)C(C)O (stereo not drawn),-9,1,1.3,-8,-7,1,0.9,0.9,-4,1.1
CCOC(=O)c1c(N)sc2c1CCC(CC)C2 (stereo not drawn),-2,0.9,1.3,-21,-3,1.1,1,0.9,-11,1
O=C(O)CCC(NC(=O)c1cncc(O)c1)C(=O)O (stereo not drawn),-8,0.9,1.1,-4,-6,1.1,1,1,-6,1.1
CCN(CC)c1ccc(S(=O)(=O)N2CCOCC2)cc1NS(C)(=O)=O,-9,1.1,1.1,-12,-5,1,1.1,1.2,-4,1
